H69AR inhibit: blocks growth of human H69AR lung tumor cells. hit rate 6% among 85,000. viability, % at 10 µM. H69AR lung tumor viability, ATP luminescence, 72 h; active compounds read low;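 active = viability at or below 40%; inactive = viability above 40%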;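 also: multidrug resistant small cell line overexpressing MRP-1 efflux transporter; 100% = mean luminescence of untreated control wells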
Smad3 FoxH1 inh: Smad3 (human) transcription factor binding inhibition | hit rate 0.29% among 88,000 | TR-FRET Smad3/Dy647-FoxH1 peptide binding, europium anti-His | AID 630 | inhibition, % at 25 µM | P84022;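 active = compounds that reduce the energy-transfer binding signal between the protein and its labelled peptide by more than half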;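 also: 0% = Smad3 plus labelled peptide maximal FRET and 100% = peptide-only background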
HUVEC prolif 384: blocks proliferation of human endothelial cells. HUVEC proliferation, CellTiter-Glo luminescence, 72 h; active compounds read low. viability, % at 10 µM (by protocol). hit rate 1.1% among 86,000;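 active = viability at or below 30%; inactive = viability above 30%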;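 also: 100% = median luminescence of DMSO-only cell control wells on each plate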
ERa SRC1 inh: blocks coactivator binding to human estrogen receptor alpha | P03372 | TR-FRET ER-alpha LBD / SRC-1 peptide, estradiol-bound | inhibition, % at 25.6 µM | hit rate 1.7% among 86,000; in the data active = inhibition above about 50%;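 also: 0% = receptor plus peptide control and 100% = peptide only without receptor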
MT1-MMP txn act: MT1-MMP promoter transcription activation; HT1080 MT1-MMP promoter luciferase reporter, luminescence, overnight; active compounds read high; activation factor at 10 µM; hit rate 0.16% among 86,000; AID 750;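 active = activation factor of at least 2 for MT1-MMP transcription at 10 µM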
Lung fibro prol: blocks proliferation of human lung fibroblasts; LL 47 human lung fibroblast viability, ATP luminescence; active compounds read low; viability, % at 10 µM; hit rate 1.1% among 85,000;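 active = viability at or below 50% in the single dose screen; inactive = viability above 50%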;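 also: compound exposure lasted 72 h before the ATP readout; 100% = median luminescence of untreated cell-only wells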
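Benchmarks: Cell-only wells, no compound | Test system: LL 47 human lung fibroblasts, passage 12 or lower | Input: 1,150 cells/well | Measured by: CellTiter-Glo luminescence measuring cellular ATP | Medium: IMEM, 15% FBS supplement | Schedule: Overnight attachment after seeding, then 72 h compound exposure at 37 °C | Doses: Compound addition at 0.1% DMSO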
ERa coact pot: ER-alpha (human) coactivator binding potentiation; P03372; TR-FRET ERalpha-LBD/SRC-Cy5 coactivator binding, 2 h; 100 = basal binding, no effect; coactivator binding (% of control), % at 25.6 µM; hit rate 1.3% among 86,000; AID 639; in the data active = activity above about 200%;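 also: binding measured in presence of low estradiol as agonist stimulus; 0% = peptide alone without receptor and 100% = receptor with peptide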
CD11b adhes enh: enhancers of human CD11b/CD18 binding to fibrinogen; K562 CD11b/CD18 adhesion to fibrinogen, ATPlite luminescence; activation, % at 10 µM; hit rate 0.07% among 93,000; AID 1499;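 active = 10 µM primary screen giving 50% or more activity, confirmed by 40% or more on retest at that dose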; also: strong numbers were not always called active
Target sequence (P05107 whole entry, looked up, other chains not shown): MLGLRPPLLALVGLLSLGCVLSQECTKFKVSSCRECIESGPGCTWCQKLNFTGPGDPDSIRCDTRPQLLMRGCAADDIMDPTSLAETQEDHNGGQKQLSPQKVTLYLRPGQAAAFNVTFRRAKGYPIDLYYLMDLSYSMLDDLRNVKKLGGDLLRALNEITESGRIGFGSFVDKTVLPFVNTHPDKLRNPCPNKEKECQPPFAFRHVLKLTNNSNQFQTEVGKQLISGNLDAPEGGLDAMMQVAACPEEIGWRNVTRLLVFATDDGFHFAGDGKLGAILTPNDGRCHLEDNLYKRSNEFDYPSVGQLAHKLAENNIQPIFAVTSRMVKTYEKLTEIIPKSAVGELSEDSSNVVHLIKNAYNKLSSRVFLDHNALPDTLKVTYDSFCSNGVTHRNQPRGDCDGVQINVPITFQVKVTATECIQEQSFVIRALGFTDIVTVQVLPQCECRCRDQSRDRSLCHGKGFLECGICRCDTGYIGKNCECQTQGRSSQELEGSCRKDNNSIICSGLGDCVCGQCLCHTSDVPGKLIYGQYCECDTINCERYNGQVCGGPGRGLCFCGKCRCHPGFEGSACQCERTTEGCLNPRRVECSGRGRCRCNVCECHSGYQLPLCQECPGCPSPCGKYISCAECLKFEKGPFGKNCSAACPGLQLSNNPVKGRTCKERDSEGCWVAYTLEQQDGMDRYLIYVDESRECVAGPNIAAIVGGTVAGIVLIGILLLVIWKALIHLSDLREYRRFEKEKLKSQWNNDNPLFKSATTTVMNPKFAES
ERb SRC1 inh: ER-beta (human) coactivator binding inhibition; Q92731; TR-FRET ER-beta LBD / SRC1-Cy5 peptide binding; receptor agonist-loaded with 1 µM estradiol; inhibition, % at 25.6 µM; hit rate 1.3% among 86,000;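 active = compounds whose percent inhibition of the receptor-coactivator binding signal exceeds about 50% in the single-dose screen, limit read from the data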;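 also: 0% = receptor plus peptide wells without compound and 100% = peptide-only wells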
Starred values were filed as active, the others as inactive; . = no result given; [ ] = dose if it differs, or a comment. These rows are one share of the data; count on the stated rates, not on these rows.

SMILES	H69AR inhibit	Smad3 FoxH1 inh	HUVEC prolif 384	ERa SRC1 inh	MT1-MMP txn act	Lung fibro prol	ERa coact pot	CD11b adhes enh	ERb SRC1 inh
Cc1c(C(=O)N(Cc2cccs2)C2CCS(=O)(=O)C2)oc2ccccc12 (centres undefined)	84	13[fluorescence artefact?]	89	-9	1.1	94	109	2	-4
CCOC(=O)COc1ccc(C2NC(C(=O)O)CS2)cc1 (centres undefined)	100	8	92	3	1.1	102	110	0	-2
Cn1c(=O)c2c(nc(NCC3CCCO3)n2Cc2ccccc2)n(C)c1=O (centres undefined)	81	0	88	-10	1.3	97	81	.	-9
COc1ccccc1N(CC(=O)NCC1CCCO1)C(=O)CCC(=O)Nc1nccs1 (centres undefined)	102	-5	108	24	1.1	.	90	.	4[fluorescence artefact?]
COc1ccc(CC(C)N2CCN(c3ccccc3OC)CC2)cc1OC (centres undefined)	46	1	93	3	1	.	109	-2	-11[fluorescence artefact?]
COc1cc(NC(=O)COC(=O)[C@@H]2CCCN2S(=O)(=O)c2ccc(Cl)cc2)cc(OC)c1OC	93	-9	92	3	1.2	95	105	3	-16
CCNc1nc(SC(C)C(=O)OC)nc(N2CCOCC2)n1 (centres undefined)	93	6	104	-7	0.9	93	106	-1	-3
Cc1csc(SCC(=O)Nc2cc(S(=O)(=O)N3CCCC3)ccc2Cl)n1	73	-4	89	-1	1.1	100	106	-3	-5
O=C(Cc1c(F)cccc1Cl)Nc1cccnc1	92	2	84	-4	0.9	95	110	2	-7
CCOC(=O)C1=C(C)NC(=O)N(C(C)=O)C1c1ccc(Cl)cc1 (centres undefined)	84	-7	102	-1	1.2	.	103	-2	2
c1ccc2oc(-c3ccc4nc[nH]c4c3)nc2c1	82	1	100	7	1.4	99	89	.	8
COCCn1c(SCC(=O)OCc2ccccc2)nc2c1c(=O)[nH]c(=O)n2C	96	0	109	9	1.1	94	95	-2	-7
O=C(CCCN1C(=O)c2ccccc2C1=O)Nc1ccc(S(=O)(=O)N2CCOCC2)cc1	94	0	93	-12	1.2	84	120	-1	5
COc1cc(C(=O)Nc2ccncc2)cc(OC)c1OC	77	12	91	1	1.1	94	110	-4	-7[fluorescence artefact?]
COc1ccc(-c2nnn(Cc3nn[nH]n3)n2)cc1OC	96	-6	90	4[fluorescence artefact?]	1.2	98	104	0	6[fluorescence artefact?]
Nc1nonc1-c1noc(N2CCCCC2)n1	102	8	87	11[fluorescence artefact?]	1.4	97	137	-1	-10[fluorescence artefact?]
COc1cc(C(=O)Nc2nc(-c3cccs3)cs2)cc(OC)c1OC	14*	-2	77	-8	1	85	116[fluorescence artefact?]	4	3[fluorescence artefact?]
CCC(=O)N(CCCN(C)C)c1nc(-c2cc(OC)ccc2OC)cs1	79	6	90	-2	1.1	98	107	4	1
Cc1cccc(-n2c(-c3ccncc3)n[nH]c2=S)c1	88	2	104	-10	1.1	98	92	.	-8[fluorescence artefact?]
O=C(COc1ccc(F)cc1)NC1CC1	97	0	81	2	1.2	92	106	1	-20
CC1CN(C2CCN(S(=O)(=O)c3ccccc3)CC2)CC(C)O1 (centres undefined)	93	5	98	-10	1.1	97	131	.	-4
COc1ccc(C(CC(=O)O)NC(=O)Cc2ccccc2)cc1OC (centres undefined)	108	.	117	.	1	108	.	.	.
COc1ccc(C2(O)CCN(Cc3nnnn3Cc3ccc(F)cc3)CC2)cc1	82	6	97	-1	1.2	106	109	0	-3
COCCNC(=O)Cn1c(=O)n(CCC(=O)NCCc2ccccc2)c(=O)c2ccccc21	92	7	100	-3	1.2	96	125	.	-5
CC1(O)CC(=O)N(c2ccccc2)O1 (centres undefined)	93	5	93	-34	1.2	94	103	.	-34
CC(C)c1cc(C(=O)NCc2cccnc2)no1	96	-2	94	-1	1.4	.	104[fluorescence artefact?]	-2	8
CCCCC(c1nnnn1CCOC)N1CCN(C(=O)c2ccco2)CC1 (centres undefined)	96	-5	93	7	1.1	107	131[fluorescence artefact?]	2	-2
Cc1ccc(C(=O)Nc2nc3ccccc3n3nnnc23)cc1	90	17	92	3	1.1	101	93	-1	-12
CS(=O)(=O)Nc1ccc(N2CCCCC2)c(Cl)c1	107	17	85	-2	1.1	94	91	.	5
CC1=CC2=NCC(O)CN2C=C1 (centres undefined)	93	0	85	-2	.	95	115	-4	-1

Some of the entries above in another layout:
mol: COc1ccc(C(CC(=O)O)NC(=O)Cc2ccccc2)cc1OC (centres undefined)
  H69AR inhibit = 108; Smad3 FoxH1 inh = .; HUVEC prolif 384 = 117; ERa SRC1 inh = .; MT1-MMP txn act = 1; Lung fibro prol = 108; ERa coact pot = .; CD11b adhes enh = .; ERb SRC1 inh = .
mol: COc1ccc(C2(O)CCN(Cc3nnnn3Cc3ccc(F)cc3)CC2)cc1
  H69AR inhibit = 82; Smad3 FoxH1 inh = 6; HUVEC prolif 384 = 97; ERa SRC1 inh = -1; MT1-MMP txn act = 1.2; Lung fibro prol = 106; ERa coact pot = 109; CD11b adhes enh = 0; ERb SRC1 inh = -3
mol: COCCNC(=O)Cn1c(=O)n(CCC(=O)NCCc2ccccc2)c(=O)c2ccccc21
  H69AR inhibit = 92; Smad3 FoxH1 inh = 7; HUVEC prolif 384 = 100; ERa SRC1 inh = -3; MT1-MMP txn act = 1.2; Lung fibro prol = 96; ERa coact pot = 125; CD11b adhes enh = .; ERb SRC1 inh = -5
mol: CC1(O)CC(=O)N(c2ccccc2)O1 (centres undefined)
  H69AR inhibit = 93; Smad3 FoxH1 inh = 5; HUVEC prolif 384 = 93; ERa SRC1 inh = -34; MT1-MMP txn act = 1.2; Lung fibro prol = 94; ERa coact pot = 103; CD11b adhes enh = .; ERb SRC1 inh = -34

Looked up above:
ERa SRC1 inh with COc1ccc(C2(O)CCN(Cc3nnnn3Cc3ccc(F)cc3)CC2)cc1 stands at -1
ERb SRC1 inh with Cc1ccc(C(=O)Nc2nc3ccccc3n3nnnc23)cc1 stands at -12

(next part)
SMILES	H69AR inhibit	Smad3 FoxH1 inh	HUVEC prolif 384	ERa SRC1 inh	MT1-MMP txn act	Lung fibro prol	ERa coact pot	CD11b adhes enh	ERb SRC1 inh
COC(=O)c1ccc(C)c(NC(=O)Cn2cnc3ccccc3c2=O)c1	93	2[fluorescence artefact?]	100	-2	1.2	101	125	-4	-12
COc1ccc(C(=O)Nc2ccc(S(=O)(=O)N3CCc4ccccc43)cc2)cc1	43	7	82	-8	1.3	.	89	.	-3
COc1cccc(CN2CCN(CC(=O)Nc3ccccc3Cl)CC2)c1	77	-12	90	8	0.8	108	90	.	-11[fluorescence artefact?]
COc1ccc(NC(=O)CSc2ncnc3c2cnn3Cc2ccccc2)cc1	62	-19	77	-4	1	94	103	1	14
O=C(COC(=O)c1n[nH]c2ccccc12)NCc1ccccc1	97	6	100	-3	1.4	98	95	-3	-4
Cn1c(=O)[nH]c(=O)c2c1nc(NCCCn1ccnc1)n2Cc1ccccc1	90	4	108	2	1.2	90	111	-1	-9
CCN(CC)CCNC(=O)CS(=O)Cc1nc(-c2ccccc2Cl)oc1C (centres undefined)	106	-7	95	-8	1.2	.	112[fluorescence artefact?]	-3	-4
CCN(CC)S(=O)(=O)c1cccc2nsnc12	94	10	98	12	1.1	103	88[fluorescence artefact?]	0	13
CC(=O)CC(C)(C)n1nnc(-c2ccccc2)n1	93	-8	94	-9	1.1	92	117[fluorescence artefact?]	0	-3
O=c1c2ccccc2oc2nc(C3CCCCC3)n(Cc3ccco3)c(=O)c12	101	-3	103	44[fluorescence artefact?]	1.1	112	139	-3	8
Cc1ccc(C(=O)CSc2nnc(-c3ccccc3N)n2C)cc1C	77	5	99	9	1.4	96	86	.	-5
O=C(Nc1ccc(Cl)cn1)Nc1ccccc1F	96	3	84	1[fluorescence artefact?]	1.8	92	117	.	-12
Oc1ccccc1-c1cc(-c2ccc3c(c2)OCCO3)n[nH]1	17*	5	49	-12	0.2	81	84	1	7
Fc1ccc(C(c2nnnn2CCc2ccccc2)N2CCCc3ccccc32)cc1 (centres undefined)	75	-3	96	0	.	87	112	-2	-12
CCn1c(COc2ccccc2C)nnc1SCC(=O)NC1CCCC1	93	-2[fluorescence artefact?]	97	-9	1.1	101	117[fluorescence artefact?]	3	-1
COc1ccccc1N1C(=O)CC(Nc2ccc(N3CCOCC3)cc2)C1=O (centres undefined)	95	0	90	-2	1.2	96	128	-6	7
COc1ccc(C2N(S(=O)(=O)c3ccc(C)cc3)CCN2S(=O)(=O)c2ccc(C)cc2)cc1	88	-9	112	2	1	93	102	2	1
O=C(c1cccc(F)c1)N1CCC(N2CCOCC2)CC1	89	-7	103	-5	1.1	102	117[fluorescence artefact?]	-5	6
Cc1ccc(-n2c(N)c(C(=O)N3CCOCC3)sc2=S)c(C)c1	82	6	101	0	1.1	92	97[fluorescence artefact?]	-3	6
COc1ccccc1N1CCN(S(=O)(=O)c2ccc(Br)s2)CC1	98	2	89	-1	1.1	96	89	6	10
CCOC(=O)c1ccc(NC(=O)CSc2nnc(CNC(=O)c3c(F)cccc3Cl)o2)cc1	105	0	86	-3	.	97	108	1	-7
N#CCCn1c(SCC(=O)NCC2CCCO2)nc2ccccc21 (centres undefined)	89	-5	91	7[fluorescence artefact?]	1.2	99	116[fluorescence artefact?]	0	6[fluorescence artefact?]
Cc1ccc(-n2cc3ccc([N+](=O)[O-])cc3n2)cc1	77	-2	96	29	0.9	93	120	.	22
COc1ccc(NS(=O)(=O)Cc2ccccc2)cc1OC	99	-9	97	7	1.1	102	91	3	10
Cc1cc(=O)oc(C)c1C(=O)N1CCCCC1	84	-2	96	-5	1.1	102	89	.	0
Cc1nc2ccccn2c1C(=O)c1ccccc1	104	2	95	-5	1.4	96	115	-3	-6
CCCCCc1nnc(NC(=O)C(=O)OCC)s1	102	-8	96	-5	1.1	111	79	.	0
Cc1ccc(C(=O)O/N=C/c2c(C(F)(F)F)nn(C)c2Sc2ccc(Cl)cc2)cc1	69	8	101	-2	.	86	94	4	-6
CCOC(=O)c1ccc(-c2n[nH]c(=O)c3ccccc23)cc1	84	0	90	-31	1.3	96	125	6	-13[fluorescence artefact?]

Molecules above with two or more sulfur atoms:
SMILES	H69AR inhibit	Smad3 FoxH1 inh	HUVEC prolif 384	ERa SRC1 inh	MT1-MMP txn act	Lung fibro prol	ERa coact pot	CD11b adhes enh	ERb SRC1 inh
Cc1c(C(=O)N(Cc2cccs2)C2CCS(=O)(=O)C2)oc2ccccc12 (centres undefined)	84	13[fluorescence artefact?]	89	-9	1.1	94	109	2	-4
Cc1csc(SCC(=O)Nc2cc(S(=O)(=O)N3CCCC3)ccc2Cl)n1	73	-4	89	-1	1.1	100	106	-3	-5
COc1cc(C(=O)Nc2nc(-c3cccs3)cs2)cc(OC)c1OC	14*	-2	77	-8	1	85	116[fluorescence artefact?]	4	3[fluorescence artefact?]
CCN(CC)S(=O)(=O)c1cccc2nsnc12	94	10	98	12	1.1	103	88[fluorescence artefact?]	0	13
COc1ccc(C2N(S(=O)(=O)c3ccc(C)cc3)CCN2S(=O)(=O)c2ccc(C)cc2)cc1	88	-9	112	2	1	93	102	2	1
Cc1ccc(-n2c(N)c(C(=O)N3CCOCC3)sc2=S)c(C)c1	82	6	101	0	1.1	92	97[fluorescence artefact?]	-3	6
COc1ccccc1N1CCN(S(=O)(=O)c2ccc(Br)s2)CC1	98	2	89	-1	1.1	96	89	6	10
